IkB signaling = suppresses IkB signaling in ABC-DLBCL reporter cells. ABC-DLBCL IkBa-CBG/CBR dual luciferase ratio, 4 h; response scale: scaled: untreated 0%, proteasome inhibitor 100%. Potency, µM (top dose mostly 57.1 µM), for inactives: top-dose IkBa stabilization activation. actives 0.04% (n = 110,000); active = well fitted curve in the direction sought with a large enough effect in the signal ratio, not every such curve was filed as active; inconclusive = small, poorly fitted or top-dose-only effect, or a change in a side signal; the % refers to the signal ratio;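 note: the direction sought is a rising ratio; 0% = basal untreated cells and 100% = reference inhibitor full response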
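In this assay, an IκBα–CBG68 fusion accumulates when IKK-driven degradation is blocked; native CBR normalizes for cell number. OCI-Ly3 cells were treated 4 h with compound and doxycycline, then green and red light read after Chroma-Glo addition.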
p53ts 39C kill = cytotoxicity in p53ts cells at nonpermissive temperature | H1299-p53A138V viability at 39C, ATP luminescence, 24 h | Potency, µM (titrated, usually from 46.1 µM), for inactives: at the highest dose activity change, negative = cell killing, actives largely listed as cytotoxic | actives 1.5% (n = 130,000); note: nearly all actives have a fitted effect of over 55% in size
p53ts 32C kill = p53ts cell cytotoxicity, permissive temperature; H1299-p53A138V at 32C, ATP luminescence viability, 24 h; Potency, µM (titrated, usually from 46.1 µM), inactives show top-dose activity change, negative = cytotoxicity, actives largely listed as cytotoxic; actives 0.93% (n = 130,000); AID 924;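 note: 0% = DMSO and -100% = full killing by reference compound; nearly all actives have a fitted effect of over 55% in size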
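H1299-p53 A138V cells (temperature-sensitive p53) exposed 24 h to up to 46 uM compound at 32C, where p53 is wild-type in conformation. Viability read as ATP luminescence and normalised to DMSO and 100 uM tamoxifen. AC50 fitted with the Hill equation.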
Imprint erasure = genomic imprint erasure induction. mouse ES Peg3-LacZ reporter, beta-gal luminescence, 40 h. Potency, µM (highest dose often 60.7 µM), inactives show at the top dose activity change, positive = activation, actives largely listed as activators. actives 0.02% (n = 110,000). AID 1948;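 note: 0% = negative control wells on the plate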
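Each well holds 300 Peg3LacZ-Neo (maternal) female ES cells incubated 40 h at 37C, 5% CO2. LacZ is measured by BetaGlo luminescence, with AC50 and maximum efficacy derived from dose-response curves.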
An asterisk follows results filed as active; ? = inconclusive; nt = no result given; & = joins results of further samples; [ ] = another dose, or the depositor's remark. Unless noted, calls come from the whole dose curve; as a rule, active = well fitted curve in the direction sought with a large enough effect; inconclusive = small, poorly fitted or top-dose-only effect, or another doubt; inactive = no such curve, though single readings can be large; an effect the other way counts as inactive or inconclusive. Unless noted, % is set by controls: 0 for no effect and ±100 for the full control effect; potency is the fitted concentration of half-maximal effect.

The line under a structure holds: Imprint erasure | p53ts 32C kill | p53ts 39C kill | IkB signaling
> COc1ccc(-n2cc(C(=O)Nc3cc(F)ccc3F)c3ccccc3c2=O)cc1
→ -10%[10.9 µM] | 7% | ? | 1.8%
> COC(=O)c1cccc(NC(=O)C2CCN(S(=O)(=O)Cc3ccccc3)CC2)c1C
→ -1%[10.9 µM] | -1% | -8% | 0.4%
> Cn1c(=O)c2c(nc(SCCN3CCCCC3)n2Cc2ccccc2)n(C)c1=O
→ 3% | -2% | 7% | 2.4%
> O=C(c1csnn1)N1CCC2(CC1)CN(c1ccccc1)C2
→ nt | -13% | -9% | -0.2%[11.4 µM]
> COc1ccc(CN2CCN(c3ncnc4sc5c(c34)CC(C)CC5)CC2)cc1F (configuration not stated)
→ -7%[10.9 µM] | -16% | -12% | ?
> NCCc1cnc[nH]1
→ -10%&-1% | -5%&-16%&13% | 0%&-2%&20% | 4.5%
> Cc1ccc(S(=O)(=O)NCC(=O)N(CC(=O)NC2CCCCC2)Cc2ccco2)cc1
→ -8% | 6% | 0% | 2.2%
> COc1ccccc1NC(=O)CSc1nnc(C)n1Cc1ccccc1
→ -5% | -6% | -3% | 0.6%
> CC(=O)Nc1nc(-c2ccccc2)nc(C)c1C(C)=O
→ -6% | 0% | 0% | 1.0%
> O=C(NCc1ccc(Cl)cc1)C(=O)NCC(c1ccco1)N1CCOCC1 (configuration not stated)
→ nt | ? | -21% | nt
> CCOC(=O)NC(=O)CSc1nnc(C)s1
→ 8% | 10% | 3% | 0.5%
> CCCCOC(=O)c1ccc(NC(=O)Cc2coc3ccc(C(C)C)cc23)cc1
→ -11%[10.9 µM] | 29% | 0% | ?
> CCOC(=O)c1ccc(NC(=O)Nc2cc3c(cc2N2CCCCC2)n(CC)c(=O)n3CC)cc1
→ 15%[10.9 µM] | 19% | 27% | ?
> O=C(CSc1nnc(Cc2cccs2)n1Cc1ccco1)Nc1ccc(Br)cc1
→ -20% | 25% | 10% | ?
> O=C(NCc1ccc(F)cc1)C(=O)NCC(c1ccc2c(c1)OCO2)N1CCOCC1 (configuration not stated)
→ -13%[10.9 µM] | 8% | -15% | ?
> CCOC(=O)c1cc(-c2ccc(OC)cc2)n(CCC(=O)NCCc2ccccc2)c1C
→ -16%[10.9 µM] | 41%[activator] | 1% | ?
> Cc1nc(-n2nc(C)c(Cc3ccccc3Cl)c2C)sc1C(=O)Nc1ccccc1F
→ 11%[10.9 µM] | -2% | 9% | ?
> CCCN1c2cccc3cccc(c23)S1(=O)=O
→ -8% | 3% | -9% | 0.7%
> CCOc1ccccc1NC(=O)Cn1c(=O)n(CCCC(=O)NCCc2ccc(C)cc2)c(=O)c2ccccc21
→ 4%[10.9 µM] | 8% | 5% | 3.4%
> O=C(NCCCCN1CCCC1)c1ccc(Cc2nc3ccccc3[nH]2)cc1
→ nt | 0% | 5% | nt

2 entries from above in another layout:
structure,Imprint erasure,p53ts 32C kill,p53ts 39C kill,IkB signaling
CCCN1c2cccc3cccc(c23)S1(=O)=O,-8%,3%,-9%,0.7%
CCOc1ccccc1NC(=O)Cn1c(=O)n(CCCC(=O)NCCc2ccc(C)cc2)c(=O)c2ccccc21,4%[10.9 µM],8%,5%,3.4%

Further results follow:
The line under a structure holds: Imprint erasure | p53ts 32C kill | p53ts 39C kill | IkB signaling
> CC1=C/C(=N/O)C([C@H]2C=C(C)CC(C)(C)[C@@H]2O)C(C)(C)C1 (some centres not stated)
→ -14%[10.9 µM] | 2%[9.22 µM] | 1%[9.22 µM] | 0.4%[11.4 µM]
> CCOC(=O)COc1c(-c2ccc(OC)cc2)oc2ccccc2c1=O
→ nt | 6% | 5% | nt
> CCOc1cccc2sc(NC(=O)c3ccc(S(=O)(=O)N4CCc5ccccc54)cc3)nc12
→ -7%[10.9 µM] | 0% | 11% | ?
> COC(=O)C1=C(CSc2nnnn2C)NC(=O)NC1c1cc(C)ccc1C (configuration not stated)
→ -11% | 15% | 16% | -2.1%
> CCOC(=O)c1ccc(NC(=O)C2CCN(S(=O)(=O)c3ccc(C)cc3)CC2)cc1
→ -11%[10.9 µM] | 7% | -3% | 5.6%
> Cc1ccc(C)c(SCC(=O)OCC(=O)Nc2ccc(S(=O)(=O)N3CCOCC3)cc2)c1
→ -4% | -2% | -10% | 1.0%
> CCC(C)(C)NC(=O)C(c1ccccc1F)N(Cc1ccco1)C(=O)c1csnn1 (configuration not stated)
→ -10% | 0% | -10% | -0.8%
> N#Cc1c(N)oc(-c2ccccc2)c1-c1ccccc1
→ -6% | 11% | -10% | 9.2%
> O=C(CCc1ccccc1)NC1CC(=O)N(c2cccc(F)c2)C1 (configuration not stated)
→ ? | 5% | -9% | 0.5%
> O=C1CCCN1c1ccc(S(=O)(=O)NCCOc2ccccc2)cc1
→ nt | -4% | 3% | nt
> CCCCCCCC#Cc1ccccc1/C=N/S(=O)C(C)(C)C (configuration not stated)
→ nt | 4%[9.22 µM] | 3%[9.22 µM] | nt
> Cn1nnnc1SCCNS(=O)(=O)c1ccccc1
→ nt | 8% | 5% | 0.5%
> CCOC(=O)C(NC(=O)CC)(Nc1ccc(S(=O)(=O)Nc2ncccn2)cc1)C(F)(F)F (configuration not stated)
→ -11% | -10% | -10% | -1.0%
> COc1ccc(C2CC(=O)Nc3c2c(C)nn3-c2nncc(-c3ccccc3)n2)c(OC)c1OC (configuration not stated)
→ -14%[10.9 µM] | -5% | -22% | 0.9%
> CC(C)c1ccc(OCC(=O)NC(Cc2c[nH]c3ccccc23)C(=O)O)cc1 (configuration not stated)
→ -11%[10.9 µM] | -4% | 16% | ?
> Cc1ccc2nc(NC(=O)c3nc(SCc4ccccc4F)ncc3Cl)sc2c1
→ -9%[10.9 µM] | 4% | -1% | -0.6%
> CC(=O)c1ccc(NC(=O)c2noc3c2CCCCC3)cc1
→ -16% | -17% | -10% | 1.0%
> CCN1C(C(=O)c2ccccc2)=C(OC(=O)C(C)C)c2ccccc2S1(=O)=O
→ 5%[10.9 µM] | 3% | -22% | ?
> CN(C)CCNC(=O)c1ccc2c(c1)N(Cc1ccccc1)C(=O)c1ccccc1S2(=O)=O
→ -17%[10.9 µM] | 3% | ? | ?
> O=C(Nc1nc2n(n1)C(c1ccc(F)cc1)C=C(c1ccc(Cl)cc1)N2)c1ccc([N+](=O)[O-])cc1 (configuration not stated)
→ -5%[10.9 µM] | ? | -10% | -0.6%
> COc1ccc(C(=O)NC2CC3CCCC(C2)N3CC(C)C)cc1OC (configuration not stated)
→ -4% | -9% | -4% | -0.2%
> Cc1csc(-c2cnn(-c3ccccc3)c2NC(=O)c2ccccc2)n1
→ -2% | 11% | -16% | 0.7%
> CCOC(=O)c1c(N)sc(C(=O)N2CCOCC2)c1C
→ -12% | 2% | 10% | -5.2%
> O=C(NCc1ccc2c(c1)CCN2C(=O)c1ccc(Cl)cc1)c1ccco1
→ -13%[10.9 µM] | 6% | -22% | -2.2%
> CCN(CC)c1ccc(NC(=O)CN2CCN(CC(=O)Nc3ccc(F)cc3)CC2)cc1
→ -13% | -1% | -24% | 1.7%
> COc1ccc(CCNC(=O)CSc2nc3ccccc3nc2Cc2ccc(C)cc2)cc1OC
→ 2%[10.9 µM] | 5% | -25% | 3.0%
> CCOc1ccccc1CNC(=O)c1ccc(Cn2c(=O)c3cccn3c3cccnc32)cc1
→ 5%[10.9 µM] | 2% | -2% | 1.2%
> CCCc1cc2c(c(=O)o1)C(O)C1OC1C2=O (configuration not stated)
→ nt | 9%[9.22 µM] | 4%[9.22 µM] | nt
> CC(C)NC(=O)CSc1nc2ccccc2c(=O)n1Cc1ccc(C(=O)NC(C)C)cc1
→ -7%[10.9 µM] | -4% | -13% | 0.4%
> CCn1c(C)c(C(C)=O)c(N2CCC(C(N)=O)CC2)nc1=S
→ -4% | -10% | 1% | -0.5%
> COc1ccccc1Cn1cc(C(=O)c2ccc(C)cc2)c(=O)c2cc3c(cc21)OCCO3
→ -7%[10.9 µM] | 14% | ? | ?
> CCOc1ccc(Nc2c(S(=O)(=O)c3ccccc3)cnc3ccc(CC)cc23)cc1
→ 20%[10.9 µM] | 17% | -8% | ?
> O=C(CSc1ncc(-c2ccc(F)cc2)n1Cc1ccco1)Nc1ccc2c(c1)OCO2
→ -16% | -20% | -15% | ?
> COCCCn1c(=NC(=O)c2ccc3c(c2)OCO3)c(C#N)cc2c(=O)n3cccc(C)c3nc21
→ 9% | -2% | 6% | -0.7%
> CC(=O)Nc1cccc(NC(=O)Cc2csc(COc3cccc(C)c3)n2)c1
→ -16%[10.9 µM] | -17% | 4% | ?
> Nc1ncnc2nc(Cl)[nH]c12
→ 1% | 1% | 14% | nt
> COC(=O)c1sc(N2C(=O)c3oc4cc(C)c(C)cc4c(=O)c3C2c2ccccc2F)nc1C (configuration not stated)
→ 19%[10.9 µM] | 1% | -6% | 0.8%
> Cc1nnc(SCC(=O)N/N=C/c2ccc(-c3ccc(C)c(Cl)c3)o2)s1
→ nt | -2% | -5% | nt
> O=c1ccc2cc(S(=O)(=O)NCc3ccc(Cl)cc3)ccc2[nH]1
→ -17%[10.9 µM] | -6% | -2% | ?
> CCOC(=O)c1c(C)[nH]c(C(=O)OCC(=O)N2CCN(S(=O)(=O)c3ccccc3)CC2)c1C
→ -9% | 8% | 0% | 1.3%
> O=C(CSc1nc2ccccc2c(=O)n1CC1CCCO1)NCC1CCCO1 (configuration not stated)
→ -10% | 10% | 22% | -0.1%
> COc1ccc(CNC(=O)c2cc3cc(OC)ccc3oc2=O)cc1
→ 5%[10.9 µM] | 10% | -22% | -2.1%
> CC(C)n1c(N2CCN(CC(=O)NCc3cccs3)CC2)nc2ccccc21
→ -10% | -6% | 3% | -1.0%
> Clc1cccc2sc(N3CCCCC3)nc12
→ -18% | -7% | -7% | -2.1%
> CCN1CCN(C(c2ccc(C)cc2)c2c(O)cc(C)n(Cc3ccco3)c2=O)CC1 (configuration not stated)
→ -2%[10.9 µM] | 0% | 4% | ?
> O=C(Nc1ccc(Cl)cc1)C(NS(=O)(=O)c1cccs1)c1ccccc1 (configuration not stated)
→ -15%[10.9 µM] | 4% | -11% | ?
> O=C(COc1ccccc1)OCc1cc(=O)n2nc(C3CC3)sc2n1
→ 14%[10.9 µM] | 9% | -19% | -1.0%
> Cc1ccc(C(C(=O)NC(C)(C)C)N(CC2CCCO2)C(=O)Cn2nnc(-c3ccc(C)o3)n2)cc1 (configuration not stated)
→ -14% | 9% | 0% | 0.5%
> O=c1c2cc(N3CCOCC3)ccc2[nH]c(=S)n1CCCN1CCN(c2ccccc2F)CC1
→ -8% | 0% | 13% | -0.6%
> C=CCc1c(C)c(C#N)c2nc3ccccc3n2c1NCCN(C)C
→ -4% | 1% | -2% | -1.4%

Single entries from the entries so far.
p53ts 39C kill result of CCCCOC(=O)c1ccc(NC(=O)Cc2coc3ccc(C(C)C)cc23)cc1 reads 0%
p53ts 32C kill result of CC(C)NC(=O)CSc1nc2ccccc2c(=O)n1Cc1ccc(C(=O)NC(C)C)cc1 reads -4%

New compounds follow:
The line under a structure holds: Imprint erasure | p53ts 32C kill | p53ts 39C kill | IkB signaling
> CCc1ccccc1NC(=O)C1CCCN(c2ncnc3onc(C)c23)C1 (configuration not stated)
→ -4%[10.9 µM] | -2% | 3% | ?
> Cc1cn[nH]c1
→ 28% | -6% | 16% | -1.0%
> COc1ccc(-n2c(=O)c(-c3cn(C)c4ccccc34)nc3cnc(N4CCNCC4)nc32)cc1
→ -34%[inhibitor] | 1% | -15% | 0.2%[11.4 µM]
> CC(C)(C)C(=O)Nc1ccccc1C(=O)N1CCCC1
→ nt | 12% | 20% | nt
> Cc1noc(C)c1COC(=O)CCC(=O)c1ccc(F)cc1
→ 10% | -4% | 10% | -0.8%
> COc1ccc(C)cc1S(=O)(=O)Nc1cccc(SC)c1
→ -14% | 10% | 3% | 2.0%
> CCCCNc1nc(C)nc2c1nc(-c1ccccc1)n2CCCN(C)C
→ -6% | -7% | 8% | nt
> CCOC(=O)C1=C(C)NC2=C(C(=O)CCC2)C1c1cccs1 (configuration not stated)
→ 10% | 13% | 10% | 3.0%
> COc1ccc(NC(=O)Cn2c(=O)ccc3cc(S(=O)(=O)N4CCCC4)ccc32)cc1Cl
→ -10%[10.9 µM] | 17% | 17% | ?
> COc1cccc(C2C(C(=O)c3cccs3)=C(O)C(=O)N2CCCn2ccnc2)c1OC (configuration not stated)
→ nt | 3% | 9% | nt

Screening data (PubChem)
